# aGal spleen mod: qHTS Assay for Inhibitors and Activators of Human alpha-Galactosidase From Spleen Homogenate. AID 2107, 2009. human spleen homogenate, 4MU-alpha-Gal fluorescence, 40 min. 0.008% of 240,000 active. Potency, µM (series often up to 80 µM), for inactives: at the top dose activity change, negative = inhibition, most hits filed as inhibitors;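 also: 0% = enzyme with vehicle and -100% = no enzyme basal signal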
#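 Spleen homogenate 1 ug + cpd (titration) + 4-MU-alpha-D-galactopyranoside 1 mM; 37C 40 min; 50 mM citrate/phosphate pH 5.0, 0.01% Tween-20; stop pH 10; fluorescence 365/440; AC50 via Hill.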
# Tau ThT inhib: qHTS for Inhibitors of Tau Fibril Formation, Thioflavin T Binding; AID 1460, 2008; Potency, µM (highest dose often 57.4 µM), without a hit: at the top dose activity, negative = inhibition, hits mostly inhibitors; recombinant tau K18 P301L, heparin-induced fibrillization, ThT fluorescence; 2.1% of 270,000 active; Microtubule-associated protein tau (Homo sapiens), P10636; also: nearly all actives have a fitted effect of over 55% in size
# Target sequence (P10636 561-689 P618L limits assumed): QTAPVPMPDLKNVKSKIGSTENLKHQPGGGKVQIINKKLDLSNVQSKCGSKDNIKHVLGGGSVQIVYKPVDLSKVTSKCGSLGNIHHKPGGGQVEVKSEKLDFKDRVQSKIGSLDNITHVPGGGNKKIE
#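 Heparin-induced (20 uM) aggregation of recombinant human K18 P301L tau, 15 uM unlabeled with 0.24 uM labeled, pH 7 acetate buffer, 6 hr at 37 C with compound. Fibrils quantified by 30 uM ThT fluorescence after 1 hr ambient incubation.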
# Tau FP inhib: qHTS for Inhibitors of Tau Fibril Formation, Fluorescence Polarization. AID 1468, 2008. Potency, µM (highest dose often 57.7 µM), without a hit: top-dose activity, negative = inhibition, most hits filed as inhibitors. K18 P301L tau heparin fibrillization, Alexa594 FP, 6 h. 0.39% of 280,000 active; also: nearly all actives have a fitted effect of over 55% in size
#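 Read-out: fluorescence polarization of Alexa 594-labeled tau (0.24 uM), 555 nm excitation, 632 nm emission. Mixtures held 15 uM unlabeled K18 P301L, compound and 20 uM heparin, pH 7 acetate buffer, incubated 6 hr at 37 C.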
# TexasRed fluor: Total Fluorescence Counterscreen for Inhibitors of the Interaction of Thyroid Hormone Receptor and Steroid Receptor Coregulator 2. 0.29% of 280,000 active. Potency, µM (doses to about 106 µM), for the others: top-dose fluorescence change, negative = quenching. TRb/SRC2 Texas Red total fluorescence interference. AID 1479, 2009; active = well fitted curve in either direction with a large enough effect; inconclusive = small, poorly fitted or top-dose-only effect
#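 Flags fluorescent or light-absorbing compounds by total fluorescence, S + 2P, at 555 nm excitation and 632 nm emission. Mixture: 20 nM Texas Red SRC2 peptide, 0.6 uM human TRb LBD, 1 uM T3, 5% DMSO; compound exposure 5 h at ambient temperature.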
# Tau fluor cs: Counterscreen qHTS for Inhibitors of Tau Fibril Formation, Fluorescence Polarization. tau K18 P301L Alexa594 fluorescence, heparin fibrillization. Potency, µM (series often up to 57.7 µM), for the others: at the highest dose activity change, negative = decrease. 0.93% of 280,000 active; also: nearly all actives have a fitted effect of over 55% in size
#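 Human tau K18 P301L (15 uM unlabeled, 0.24 uM Alexa 594-labeled) in 100 mM sodium acetate pH 7 with 20 uM heparin, 6 hr at 37 C. ThT 30 uM added, 1 hr ambient; Alexa 594 FP and total fluorescence read at 555/632 nm.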
# TRb SRC2 PPI: qHTS for Inhibitors of the Interaction of Thyroid Hormone Receptor and Steroid Receptor Coregulator 2 | TRbeta-SRC2 peptide binding, fluorescence polarization; receptor liganded with 1 µM T3 | Potency, µM (series often up to 106 µM), inactives show at the top dose activity change, negative = inhibition, actives largely listed as inhibitors | 0.065% of 280,000 active;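 also: plate controls were bound peptide for no effect and peptide without receptor for full effect; nearly all actives have a fitted effect of over 50% in size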
# Target sequence (P10828 whole entry, looked up): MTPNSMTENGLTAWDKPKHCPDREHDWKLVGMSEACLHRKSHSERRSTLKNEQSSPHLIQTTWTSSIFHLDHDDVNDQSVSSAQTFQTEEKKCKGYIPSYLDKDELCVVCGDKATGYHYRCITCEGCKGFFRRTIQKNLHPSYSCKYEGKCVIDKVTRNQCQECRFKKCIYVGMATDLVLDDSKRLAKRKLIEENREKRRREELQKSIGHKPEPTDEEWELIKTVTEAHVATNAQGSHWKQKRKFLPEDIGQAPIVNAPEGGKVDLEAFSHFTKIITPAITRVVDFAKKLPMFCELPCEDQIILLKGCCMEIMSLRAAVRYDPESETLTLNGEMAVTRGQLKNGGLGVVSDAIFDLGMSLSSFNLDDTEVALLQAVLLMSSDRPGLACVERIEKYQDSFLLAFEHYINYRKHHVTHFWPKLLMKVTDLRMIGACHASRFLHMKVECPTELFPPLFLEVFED
#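 Human TRb LBD (0.6 uM) plus Texas Red-labeled SRC2 peptide (20 nM), 1uM T3, 5% DMSO, 5 hr at ambient temperature. Decreased polarization (555/632 nm) flags inhibition; data normalized to free and bound peptide controls.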
# ALDH1A1 block: qHTS Assay for Inhibitors of Aldehyde Dehydrogenase 1 (ALDH1A1) | Purified ALDH1A1, NADH fluorescence, propionaldehyde substrate | Potency, µM (series often up to 75.3 µM), for the others: top-dose activity, negative = inhibition, actives largely listed as inhibitors | 7.3% of 220,000 active; active = well fitted inhibition curve with a large enough effect, not every such curve was filed as active; inconclusive = small, poorly fitted or top-dose-only effect, or another doubt; inactive = no such curve, though single readings can be large or run the other way;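 also: plate controls were no enzyme wells and a reference inhibitor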
# Target sequence (P00352 whole entry, looked up): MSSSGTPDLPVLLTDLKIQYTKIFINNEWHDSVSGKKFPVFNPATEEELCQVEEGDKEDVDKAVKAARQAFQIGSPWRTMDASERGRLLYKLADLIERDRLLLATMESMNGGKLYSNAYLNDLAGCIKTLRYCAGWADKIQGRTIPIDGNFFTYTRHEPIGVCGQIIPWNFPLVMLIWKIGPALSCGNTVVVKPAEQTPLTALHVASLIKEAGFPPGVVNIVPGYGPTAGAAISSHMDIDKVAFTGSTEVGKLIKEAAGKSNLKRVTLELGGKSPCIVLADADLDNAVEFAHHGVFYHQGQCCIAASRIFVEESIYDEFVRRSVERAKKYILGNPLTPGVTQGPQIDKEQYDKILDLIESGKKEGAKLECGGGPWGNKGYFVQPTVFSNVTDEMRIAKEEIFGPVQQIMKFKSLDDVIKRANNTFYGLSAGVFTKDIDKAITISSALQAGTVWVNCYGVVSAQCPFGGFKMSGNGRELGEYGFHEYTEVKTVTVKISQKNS
# L3MBTL1 inh: qHTS Assay for the Inhibitors of L3MBTL1; AlphaScreen L3MBTL1–H3K9me1 peptide binding; Potency, µM (top dose mostly 57.1 µM), without a hit: top-dose activity, negative = inhibition, most hits filed as inhibitors; 0.66% of 230,000 active; also: nearly all actives have a fitted effect of over 60% in size
#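 First, the protein-peptide complex forms for 30 min at room temperature (L3MBTL1 50 nM, biotinylated H3K9me1 peptide 75 nM). Next, compounds are pin-transferred and incubated 30 min. Finally, AlphaScreen beads are added and read after 30 min.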
# * = called active by the depositor; ? = inconclusive; . = not tested or not shown; & = joins results of further samples; [ ] = another dose, or the depositor's remark. Unless noted, calls follow the shape of the dose curve; as a rule, active = well fitted curve in the direction sought with a large enough effect; inconclusive = small, poorly fitted or top-dose-only effect, or another doubt; inactive = no such curve, though single readings can be large; an effect the other way counts as inactive or inconclusive. Unless noted, % is scaled to controls: 0 for no effect and ±100 for the full control effect; potency is read from the fitted curve at half-maximal effect.
entry	Molecule	aGal spleen mod	Tau ThT inhib	Tau FP inhib	TexasRed fluor
1	CCc1nn(CC(=O)NCCCN2CCN(C)CC2)c(=O)c2cc3occc3n12	.	6%	-2%	1%
2	COc1ccccc1CCNC(=O)Cn1ccc2cc(S(=O)(=O)N3CCCCCC3)ccc21	.	-1%	0%	-1%
3	C=CCN1C(=O)c2ccc(C(=O)OCC(=O)N(C)C3CCCCC3)cc2C1=O	6%	-9%	-8%	-1%
4	CCOC(=O)C1CCCN(S(=O)(=O)c2cc(Br)cc3c2N(C(C)=O)CC3)C1 (stereo not given)	.	-4%	4%	-3%
5	CC(=O)NC(Cc1cc(C)ccc1C)C(=O)N1CCN(C(=O)Nc2ccc(C(C)=O)cc2)CC1 (stereo not given)	11%	-11%	1%	-3%
6	CC1=C(c2ccc(C)cc2)S(=O)(=O)N(Cc2ccc(C(=O)NCc3ccccc3)cc2)C1=O	.	1%	-4%	-8%
7	Clc1ccc(C2C3=C(Nc4ncnn42)c2ccccc2CC3)cc1 (stereo not given)	-16%	-12%	-5%	-4%
8	Cc1ccc(Cl)cc1NC(=O)C(C)n1nnc2sc3c(c2c1=O)CCCC3 (stereo not given)	.	-2%	2%	-2%

entry	Tau fluor cs	TRb SRC2 PPI	ALDH1A1 block	L3MBTL1 inh
1	0%	-7%	.	.
2	-19%	0%	.	.
3	-6%	2%	?	.
4	-10%	-5%	.	.
5	-14%	1%	?	-3%
6	-24%	-3%	.	.
7	-14%	-2%	-6%	.
8	-20%	1%	.	.

# New compounds follow.
entry	Molecule	aGal spleen mod	Tau ThT inhib	Tau FP inhib	TexasRed fluor
9	CC(=O)Nc1ccc(NC(=O)C2CCCN2/C=C/C(=O)C(F)(F)F)cc1 (stereo not given)	0%	-5%	-6%	1%
10	Cc1ccc(-n2c(O)c(/C=N/NC(=O)C3COc4ccccc4O3)c3ccccc3c2=O)cc1 (stereo not given)	5%	?	10%	-2%
11	Brc1c(C[n+]2ccccc2)nc2ccccn12	-1%	-10%	-8%	-1%
12	C=CCc1cc(Cl)ccc1OCCOCCN(C)C	-10%	-11%	-5%	-2%
13	COc1cccc(N(CC(=O)Nc2cccc(C(C)=O)c2)S(C)(=O)=O)c1	8%	-6%	-9%	-3%
14	O=C(CCC1N=C2c3ccccc3N=C(SCC(=O)Nc3ccccc3F)N2C1=O)NCc1cccs1 (stereo not given)	.	4%	4%	-2%
15	O=C(c1ccco1)N1CCN(C(=O)c2cc3sccc3n2Cc2ccccc2)CC1	-4%	-11%	0%	0%
16	CCOC(=O)C1CCN(Cc2ccc(C(=O)OC)cc2)CC1	-1%	-4%	-2%	-2%

entry	Tau fluor cs	TRb SRC2 PPI	ALDH1A1 block	L3MBTL1 inh
9	-9%	-6%	5%	12%
10	-24%	-8%	?	-6%
11	-11%	8%	.	-1%
12	-13%	-1%	?	-5%
13	-10%	-19%	?	-2%
14	1%	6%	.	.
15	3%	3%	?	-6%
16	1%	-5%	-2%	.

# More results
entry	Molecule	aGal spleen mod	Tau ThT inhib	Tau FP inhib	TexasRed fluor
17	C#CCNc1ccc(C(=O)OCC)cc1	8%	-13%	10%	1%
18	Cc1ccc(S(=O)(=O)Cc2nc(-c3ccc(C(=O)NCc4ccccc4C)cc3)oc2C)cc1	.	0%	-13%	-3%
19	CCN(C(C)=O)c1nc(CSc2nnc(NC(C)C)s2)cs1	3%	-12%	3%	0%
20	Cc1ccc(C)c(N=Cc2cc3c(cc2[N+](=O)[O-])OCO3)c1	-8%	?	-1%	-2%
21	CCOC(=O)Cn1nnnc1CN(Cc1cccs1)Cc1cc2cc(C)cc(C)c2[nH]c1=O	0%	-16%	3%	0%
22	Cc1nc2ccccc2c(C)c1C(=O)c1ccccc1	-4%	-8%	-4%	-1%
23	CCOc1ccccc1CN1CCN(Cc2nc3ccccc3s2)CC1CCO (stereo not given)	-6%	2%	6%	0%
24	COc1ccc(-c2nnc(NC(=O)C3=COCCO3)o2)cc1	-12%	0%	8%	-1%[53 µM]

entry	Tau fluor cs	TRb SRC2 PPI	ALDH1A1 block	L3MBTL1 inh
17	-8%	-7%	.	.
18	-3%	9%	.	.
19	1%	1%	?	-4%
20	-18%	-2%	?	.
21	-14%	15%	?	.
22	-6%	2%	5%	4%
23	6%	4%	2%	3%
24	12%	-1%[53 µM]	0%	-15%

# Next records:
entry	Molecule	aGal spleen mod	Tau ThT inhib	Tau FP inhib	TexasRed fluor
25	COC(=O)Cc1cc(=O)n2[nH]c(SC)nc2n1	-6%	-8%	?	1%
26	CCN1CCN(c2ncc3c(n2)CCN(Cc2cc(Br)cs2)C3)CC1	.	-13%	6%	-2%
27	COc1ccc(NC(=O)C(CC(C)C)NS(=O)(=O)c2ccc3c(c2)CCN3C(C)=O)cc1OC (stereo not given)	4%	-13%	1%	0%
28	O=C(Cn1cccc1C(=O)c1ccccc1)NCc1ccc(Cl)cc1	-6%	-10%&3%	1%&-3%	0%&-1%
29	Cc1ccc(S(=O)(=O)CCN2C=CC(C(F)(F)F)=NCC2)cc1	-7%	-8%	-6%	-1%
30	CCOc1ccccc1-c1cc(-c2ccc(OC)cc2)nc2c1c(=O)n(C)c(=O)n2C	20%	-8%	-6%	1%
31	Cc1c(NC2=NC(C)(C)Cc3ccccc32)c(=O)n(-c2ccccc2)n1C	-4%	-3%	-1%	2%
32	CN1C(=S)N2CCCN2C1c1ccccc1 (stereo not given)	-1%	.	-3%	-2%

entry	Tau fluor cs	TRb SRC2 PPI	ALDH1A1 block	L3MBTL1 inh
25	-7%	-3%	-1%	.
26	-11%	-1%	.	.
27	-10%	1%	3%	.
28	-10%&-6%	-4%&1%	11%	.
29	-15%	4%	.	-11%
30	-12%	2%	23%	.
31	-2%	-14%	8%	3%
32	0%	-6%	.	.

# (further entries)
entry	Molecule	aGal spleen mod	Tau ThT inhib	Tau FP inhib	TexasRed fluor
33	C(=N\Nc1ccc2ccccc2n1)/c1ccc2c(c1)OCO2	10%	10µM*	6%	-2%
34	COc1ccc(/C=C/C(=O)NCCOc2ccccc2OC)cc1	1%	-9%	-5%	2%
35	Cc1ccc(-c2noc(C3CCCCC3)n2)cc1	-1%	-6%	-3%	-2%
36	Cc1ccc(-n2nnc(-c3cnc4ccccc4c3)n2)cc1	-6%	?	-8%	1%
37	CCN(CC)S(=O)(=O)c1nnc(NC(=O)COc2ccccc2F)s1	.	?	-6%	-16%
38	CC(=O)c1sc(Nc2nc(C)cc(C)n2)nc1C	-5%	-4%	1%	1%
39	COc1ccccc1OCCn1cc(/C=C(\C#N)C(=O)NCc2cccs2)c2ccccc21	-12%	7%	1%	-5%
40	O=C(COC(=O)c1cc(-c2cccs2)nn1-c1ccccc1)Nc1cccc([N+](=O)[O-])c1	-10%	6%	9%	-2%

entry	Tau fluor cs	TRb SRC2 PPI	ALDH1A1 block	L3MBTL1 inh
33	?	-3%	?	-12%
34	3%	-3%	7%	6%
35	-1%	-15%	4%	7%
36	-12%	-3%	?	-5%
37	?	0%	.	.
38	2%	-16%	0.89µM*	.
39	-18%	-7%	?	-2%
40	2%	-4%	?	-10%

# (next part)
entry	Molecule	aGal spleen mod	Tau ThT inhib	Tau FP inhib	TexasRed fluor
41	COc1cc(Br)cc2cc(C(=O)N3CCCCC3C)c(=O)oc12 (stereo not given)	1%	-14%	2%	-1%
42	COc1ccc(-c2nnc(SC(C)C(=O)Nc3ccc4c(c3)OCCO4)o2)cc1 (stereo not given)	1%	?	1%	5%
43	FC(F)(F)c1nnc(-c2ccccc2)nc1N1CCCC1	1%	3%	-3%	-2%
44	CCOC(=O)c1csc(NC(=O)c2cc(OC)c(OC)c(OC)c2)n1	-7%	-16%	-3%	0%
45	O=C(Nc1ccccc1)OCN1C(=O)c2ccccc2C1=O	-15%	3%	4%	-2%

entry	Tau fluor cs	TRb SRC2 PPI	ALDH1A1 block	L3MBTL1 inh
41	-6%	-6%	?	.
42	-17%	8%	2%	-1%
43	-2%	-1%	-2%	8%
44	-10%	-5%	-85%	-3%
45	4%	-17%	10%	4%

# Of the compounds above, these contain an aryl methoxy group:
entry	Molecule	aGal spleen mod	Tau ThT inhib	Tau FP inhib	TexasRed fluor
2	COc1ccccc1CCNC(=O)Cn1ccc2cc(S(=O)(=O)N3CCCCCC3)ccc21	.	-1%	0%	-1%
13	COc1cccc(N(CC(=O)Nc2cccc(C(C)=O)c2)S(C)(=O)=O)c1	8%	-6%	-9%	-3%
24	COc1ccc(-c2nnc(NC(=O)C3=COCCO3)o2)cc1	-12%	0%	8%	-1%[53 µM]
27	COc1ccc(NC(=O)C(CC(C)C)NS(=O)(=O)c2ccc3c(c2)CCN3C(C)=O)cc1OC (stereo not given)	4%	-13%	1%	0%
30	CCOc1ccccc1-c1cc(-c2ccc(OC)cc2)nc2c1c(=O)n(C)c(=O)n2C	20%	-8%	-6%	1%
34	COc1ccc(/C=C/C(=O)NCCOc2ccccc2OC)cc1	1%	-9%	-5%	2%
39	COc1ccccc1OCCn1cc(/C=C(\C#N)C(=O)NCc2cccs2)c2ccccc21	-12%	7%	1%	-5%
41	COc1cc(Br)cc2cc(C(=O)N3CCCCC3C)c(=O)oc12 (stereo not given)	1%	-14%	2%	-1%
42	COc1ccc(-c2nnc(SC(C)C(=O)Nc3ccc4c(c3)OCCO4)o2)cc1 (stereo not given)	1%	?	1%	5%
44	CCOC(=O)c1csc(NC(=O)c2cc(OC)c(OC)c(OC)c2)n1	-7%	-16%	-3%	0%

entry	Tau fluor cs	TRb SRC2 PPI	ALDH1A1 block	L3MBTL1 inh
2	-19%	0%	.	.
13	-10%	-19%	?	-2%
24	12%	-1%[53 µM]	0%	-15%
27	-10%	1%	3%	.
30	-12%	2%	23%	.
34	3%	-3%	7%	6%
39	-18%	-7%	?	-2%
41	-6%	-6%	?	.
42	-17%	8%	2%	-1%
44	-10%	-5%	-85%	-3%
